BLM helicase inh = inhibitors of human Bloom syndrome helicase BLM; Potency, µM (highest dose often 56.1 µM), for inactives: at the highest dose activity change, negative = inhibition, most hits filed as inhibitors; recombinant BLM DNA unwinding, fluorescence dequenching; hit rate 0.2% among 350,000; AID 2528;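 note: plate controls were vehicle for no effect and no enzyme for full effect; nearly all actives have a fitted effect of over 35% in size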
Pol beta inh = inhibitors of human DNA polymerase beta | P06746 | Potency, µM (top dose mostly 114 µM), for the others: at the highest dose activity change, negative = inhibition, actives largely listed as inhibitors | Pol beta primer extension/strand displacement, fluorescence kinetic | hit rate 1.3% among 340,000; note: % is set by controls: 0 for no effect and ±100 for the full control effect
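Enzyme-only controls used 10 nM Pol beta; buffer lacking enzyme served as negative control. Compound preincubated 15 min, then 50 nM substrate added; 0 and 10 min reads at room temperature.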
POLH inh = DNA polymerase eta (human) inhibition | Potency, µM (doses to about 114 µM), for inactives: at the highest dose activity change, negative = inhibition, hits mostly inhibitors | Q9Y253 | recombinant Pol eta, fluorescent DNA replication assay | hit rate 1.2% among 390,000; note: % is set by controls: 0 for no effect and ±100 for the full control effect
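Fluorescent replication assay: 50 nM final substrate added after a 15 min room-temperature compound preincubation with 10 nM enzyme. Signal taken at 0 min and again at 10 min.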
APEX1 inh = blocks human APE1 abasic DNA cleavage | P27695 | recombinant APE1, TAMRA/BHQ-2 abasic DNA cleavage fluorescence | Potency, µM (doses to about 65.8 µM), without a hit: at the top dose activity change, negative = inhibition, hits mostly inhibitors | hit rate 0.35% among 350,000;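 note: plate controls were vehicle for no effect and reference inhibitor for full effect; nearly all actives have a fitted effect of over 55% in size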
Target sequence (P27695 whole entry, looked up): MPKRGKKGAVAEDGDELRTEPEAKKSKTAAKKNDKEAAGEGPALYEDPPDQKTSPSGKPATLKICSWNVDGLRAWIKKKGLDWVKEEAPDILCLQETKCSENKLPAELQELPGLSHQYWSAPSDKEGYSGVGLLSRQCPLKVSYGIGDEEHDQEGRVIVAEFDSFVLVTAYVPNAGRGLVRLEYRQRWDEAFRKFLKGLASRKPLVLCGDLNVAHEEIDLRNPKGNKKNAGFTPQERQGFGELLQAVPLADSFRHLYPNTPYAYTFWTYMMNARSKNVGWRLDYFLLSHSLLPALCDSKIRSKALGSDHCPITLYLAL
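Activity was derived from the fluorescence gain between first and third kinetic reads (60 s intervals, ex 525/em 598 nm) after 50 nM THF-abasic TAMRA/BHQ-2 duplex was added to 0.75 nM APE1 preincubated 15 min with compound.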
Pol kappa inh = inhibitors of human DNA polymerase kappa; Q9UBT6; purified Pol kappa, fluorescent DNA synthesis assay, 10 min; Potency, µM (titrated, usually from 107 µM), without a hit: top-dose activity, negative = inhibition, actives largely listed as inhibitors; hit rate 0.53% among 400,000; AID 588579; note: % is set by controls: 0 for no effect and ±100 for the full control effect
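Kinetic fluorescence readout at 0 and 10 min followed reaction start with substrate at 50 nM final. Beforehand, enzyme (10 nM Pol kappa) stood 15 min with compound at room temperature; buffer-only wells were negative controls.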
G9a block = blocks human histone lysine methyltransferase G9a; Potency, µM (doses to about 102 µM), without a hit: at the top dose activity, negative = inhibition, actives largely listed as inhibitors; Q96KQ7; hit rate 8.8% among 350,000; G9a H3K9 monomethylation, AlphaScreen, 2 h; note: % is set by controls: 0 for no effect and ±100 for the full control effect; nearly all actives have a fitted effect of over 75% in size
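Signal arises when biotinylated H3K9 peptide, once monomethylated, bridges streptavidin donor and antibody-captured acceptor beads. Enzyme at 20 nM was preincubated 15 min with test compounds; peptide 500 nM and SAM 20 uM then reacted for 2 h.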
Anesthetic bind = binds horse apoferritin like a general anesthetic | P02791 | apoferritin/1-aminoanthracene competitive binding, fluorescence | Potency, µM (series often up to 77.5 µM), for the others: top-dose activity change, negative = displacement, usual class: inhibitors | hit rate 0.074% among 350,000; note: % is set by controls: 0 for no effect and ±100 for the full control effect; nearly all actives have a fitted effect of over 20% in size
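10 uM apoferritin + 50% sat. 1-AMA, PBS; cpd 10 min RT; Ex380/Em535 endpoint; normalized to free probe vs complex; 4-param Hill fit; propofol titration as pos. ctrl.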
POLI inh = blocks human DNA polymerase iota activity; Q9UNA4; Pol iota fluorescent replication assay, 10 min; Potency, µM (titrated, usually from 115 µM), for the others: at the top dose activity, negative = inhibition, usual class: inhibitors; hit rate 1% among 390,000; AID 588590
Target sequence (Q9UNA4 whole entry, looked up): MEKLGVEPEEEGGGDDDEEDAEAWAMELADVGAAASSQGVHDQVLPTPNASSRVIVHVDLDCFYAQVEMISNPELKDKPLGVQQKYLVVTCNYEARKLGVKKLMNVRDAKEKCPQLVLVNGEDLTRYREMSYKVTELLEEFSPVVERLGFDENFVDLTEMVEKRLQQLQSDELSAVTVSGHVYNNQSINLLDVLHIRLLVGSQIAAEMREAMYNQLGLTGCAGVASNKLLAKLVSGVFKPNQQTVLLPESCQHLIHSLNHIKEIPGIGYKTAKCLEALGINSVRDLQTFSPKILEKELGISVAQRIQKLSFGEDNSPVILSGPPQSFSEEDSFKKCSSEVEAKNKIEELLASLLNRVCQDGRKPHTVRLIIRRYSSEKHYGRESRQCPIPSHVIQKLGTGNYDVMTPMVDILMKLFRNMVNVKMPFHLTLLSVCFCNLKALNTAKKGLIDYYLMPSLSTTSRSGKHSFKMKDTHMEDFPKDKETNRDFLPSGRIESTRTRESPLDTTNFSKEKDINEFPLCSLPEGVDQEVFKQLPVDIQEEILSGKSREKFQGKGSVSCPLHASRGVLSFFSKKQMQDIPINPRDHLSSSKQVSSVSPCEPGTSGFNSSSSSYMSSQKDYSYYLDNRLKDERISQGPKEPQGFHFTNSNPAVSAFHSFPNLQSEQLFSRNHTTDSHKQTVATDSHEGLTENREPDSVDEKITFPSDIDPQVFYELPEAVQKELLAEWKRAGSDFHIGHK
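Pol iota at 10 nM preincubated 15 min with compounds at room temperature; reaction started with fluorescent substrate, 50 nM final. Fluorescence read kinetically at 0 and 10 min; buffer-only wells as negative control.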
BAZ2B inh = inhibitors of human BAZ2B bromodomain. hit rate 4.4% among 360,000. Q9UIF8. AID 504333. AlphaScreen BAZ2B-H3K14Ac peptide displacement. Potency, µM (titrated, usually from 114 µM), for inactives: at the top dose activity change, negative = inhibition, usual class: inhibitors; note: % is set by controls: 0 for no effect and ±100 for the full control effect; nearly all actives have a fitted effect of over 60% in size
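Complex of BAZ2B and biotin-H3K14Ac (50 nM apiece) forms over 30 min at RT, then faces library compounds up to 110 uM for another 30 min; AlphaScreen beads added, 20 min dark incubation, luminescence read.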
* hit, by the source's call; ? = inconclusive; nt = not tested or not shown; [ ] = remark or other dose. Calls come from the whole dose curve; as a rule, active = well fitted curve in the direction sought with a large enough effect; inconclusive = small, poorly fitted or top-dose-only effect, or another doubt; inactive = no such curve, though single readings can be large; an effect the other way counts as inactive or inconclusive. Potency is the fitted concentration of half-maximal effect. Only part of the results is shown, so the mix of outcomes need not match the whole.

(1) COc1ccc(/C=C(/NC(=O)c2ccccc2)C(=O)N2CCCC2)cc1OC
(2) O=C(CC1CCCC1)Nc1cc(S(=O)(=O)N2CCOCC2)ccc1O
(3) Cc1cn2c(nc1=O)OC1C(O)C(COC(=O)c3ccccc3)OC12 (configuration not stated)
(4) COc1cccc(CNc2nc3nc(C)c(Cl)c(=O)n3[nH]2)c1
(5) NC(=O)c1ccccc1NS(=O)(=O)c1cccs1
(6) Cc1cccc(-n2cnc3cc([N+](=O)[O-])ccc32)c1
(7) COc1ccc2nc(N/C(N)=N/S(C)(=O)=O)nc(C)c2c1
(8) Cc1cccc(/N=C/c2c(O)ccc3oc4c(c23)CCCC4)n1
Screen / compound no.,1,2,3,4,5,6,7,8
BLM helicase inh,-2%,nt,-2%,-8%,-1%,-5%,4%,-5%
Pol beta inh,15%,nt,11%,1%,-14%,-15%,6%,6%
POLH inh,-8%,-16%,-10%,-20%,5%,-15%,22%,1%
APEX1 inh,77%[activator],22%,-2%,-8%,9%,3%,-2%,0%
Pol kappa inh,2%,2%,-3%,1%,-9%,-13%,11%,-9%
G9a block,6%[59 µM],?,-26%[12.7 µM],nt,-21%[12.7 µM],11µM*,7%,-10%
Anesthetic bind,12%,nt,-10%,7%,8%,-23%,-10%,-13%
POLI inh,40%[activator],8%,4%,23%,8%,10%,31%[activator],0%
BAZ2B inh,3%,-13%,-5%,-8%,7%,?,1%,101%[activator]

(9) COc1ccc(-c2cc(=O)oc3c4c(ccc23)OCN(Cc2cccc(OC)c2)C4)cc1
(10) Cc1cc(Br)ccc1OCC(=O)NNC(=O)c1ccc(NC(=O)C2CC2)cc1
(11) COc1ccc(/C=C/C(=O)Oc2cccc(/C=N/NC(=O)Cc3ccc(Br)cc3)c2)cc1
(12) COC(C(=O)N/N=C(\C)c1ccc(C)cc1)c1ccccc1 (configuration not stated)
(13) COCCCN1C(=O)N(c2ccccc2)C(=O)C1CC(=O)Nc1ccccc1 (configuration not stated)
(14) CC1CCCCN1CCNC(=O)c1ccc2c(=O)n(Cc3ccc(Cl)cc3)c(=S)[nH]c2c1 (configuration not stated)
(15) COc1cccc(/C=N/Nc2nnc(C)n2N)c1OCc1ccccc1Cl
(16) NCC(=O)NCC(=O)OCc1ccccc1
Screen / compound no.,9,10,11,12,13,14,15,16
BLM helicase inh,-6%,0%,-3%,-3%,-3%,5%,3%,2%
Pol beta inh,25%,11%,6%,25%,32%,8%,-2%[57.1 µM],0%
POLH inh,-19%,6%,-9%,-2%,-17%,-5%,-7%,-2%
APEX1 inh,nt,-3%,7%,52%,4%,2%,1%,-6%
Pol kappa inh,2%,-21%,-18%,-5%,15%,-5%,-6%,17%
G9a block,0%[59 µM],3%,5%[12.7 µM],7%,9%,?,22µM*,-7%
Anesthetic bind,187%[activator],-10%,-5%,-10%,-4%,-23%,-3%,-3%
POLI inh,-17%,-24%,36%[activator],-8%,26%,11%,20µM*,28%
BAZ2B inh,-1%,5%,0%,-6%,0%,-31%,16%,2%

(17) C=CCn1c(CC(=O)OC)csc1=Nc1ccc(C(C)=O)cc1
(18) CCOC(=O)c1cccc(NC(=O)CC2C(=O)N(c3ccc(F)cc3)C(=O)N2Cc2cccc(OC)c2)c1 (configuration not stated)
(19) CSc1nc(C)c2c(n1)N(c1cccc(C)c1)CC2
(20) COc1ccc(-n2c(C)cc(-c3cn4cccc(C)c4n3)c2C)cc1
(21) C#CCSc1nccc(-c2nn(-c3ccc(C)cc3)ccc2=O)n1
(22) COC(=O)c1sc(S(=O)(=O)NC(Cc2ccccc2)C(=O)O)c(C(=O)OC)c1C (configuration not stated)
(23) CCCCNC(=O)C1CC(c2c(Cl)cccc2Cl)=NO1 (configuration not stated)
(24) COc1ccccc1CN(C)C(=O)C(NC(=O)Cc1cccc2ccccc12)C(C)C (configuration not stated)
Screen / compound no.,17,18,19,20,21,22,23,24
BLM helicase inh,-3%,-9%,1%,3%,-3%,nt,-2%,-4%
Pol beta inh,20%,-1%,-7%,-2%,-8%,nt,14%,-27%
POLH inh,-3%,-13%,-13%,-14%,?,-20%,-11%,-10%
APEX1 inh,-3%,nt,3%,-1%,1%,35%,-2%,34%
Pol kappa inh,0%,-2%,-12%,-12%,-32%,-1%,-6%,-19%
G9a block,?,?,18%[59 µM],?,-38%[12.7 µM],19%[12.7 µM],22%[59 µM],7.9µM*
Anesthetic bind,-14%,2%,-21%,-18%,1%,nt,-19%,-13%
POLI inh,1%,10%,9%,37%[activator],?,23%,4%,28%
BAZ2B inh,?,-15%,10%,40µM*,-2%,5%,-2%,-9%

(25) COCCCN1C(=O)C(=O)/C(=C(/O)c2ccc(OC(C)C)cc2)C1c1cccnc1 (configuration not stated)
(26) CC(=O)Nc1ccc(-c2csc(NC(=O)CCNC(=O)c3ccco3)n2)cc1
(27) Cc1ccc(NC(=O)Cn2nc(C(F)(F)F)c3c2CCC3)cc1
(28) CCOc1ccc2nc(SCC(=O)Nc3ccc(F)cc3)nc(-c3ccccc3)c2c1
(29) Cn1c(CNc2cccc(C(F)(F)F)c2)n[nH]c1=S
(30) C=CCOc1ccc(Cl)cc1C(=O)O
(31) O=C(CCC(=O)NNC(=O)c1ccc([N+](=O)[O-])cc1)NCc1ccccc1
(32) S=C(NCCc1ccncc1)Nc1ccccc1
Screen / compound no.,25,26,27,28,29,30,31,32
BLM helicase inh,-4%,nt,-3%,-1%,-3%,1%,-1%,-1%
Pol beta inh,31%,nt,13%,23%,-1%,16%,0%,7%
POLH inh,-10%,-4%,-10%,-15%,-14%,-14%,-15%,-13%
APEX1 inh,6%,-13%,-3%,nt,-3%,2%,22%,3%
Pol kappa inh,-19%,-19%,-5%,11%,-9%,-13%,6%,-6%
G9a block,?,nt,13%[59 µM],13%[59 µM],20%[0.501 µM],12%[59 µM],-1%,nt
Anesthetic bind,-12%,nt,-13%,31%,-22%,-4%,-7%,-6%
POLI inh,6%,3%,6%,25%,21%,5%,30%[activator],66%[activator]
BAZ2B inh,?,nt,1%,0%,-7%,-3%,-1%,-3%

(33) COc1cc(/C=N/N2CCN(c3ccc(Cl)cc3)CC2)cc(OC)c1OC(C)=O
(34) O=C(NC(=S)NCCN1CCOCC1)c1ccccc1Br
(35) c1ccc(-c2cccs2)nc1
(36) O=S(=O)(NCC1CCN(S(=O)(=O)c2ccccc2)CC1)c1ccccc1
(37) CO/N=C/C(=N\Nc1ccc(C)cc1)C(=O)c1ccc(OC)cc1
(38) CCCCC[C@H](O)/C=C/C=C\C/C=C\C/C=C\CCCC(=O)O
(39) Cc1nc2cnc(Oc3cccc(Cl)c3)nc2n(C2CC2)c1=O
(40) CCCc1[nH]nc2c1C(c1ccc(Br)s1)C(C#N)=C(N)O2 (configuration not stated)
Screen / compound no.,33,34,35,36,37,38,39,40
BLM helicase inh,3%,3%,-1%,-3%,-8%,-3%,3%,-6%
Pol beta inh,-1%,-1%,4%,-21%,-1%,nt,nt,1%
POLH inh,3%,-5%,0%,-11%,-16%,nt,nt,-17%
APEX1 inh,-9%,1%,-1%,-2%,4%,?,20%,2%
Pol kappa inh,-1%,-5%,-20%,-10%,5%,0%[19.4 µM],-4%[60.1 µM],-2%
G9a block,nt,-2%,31%,-5%[59 µM],-42%,30%[59 µM],13%[0.501 µM],50µM*
Anesthetic bind,-10%,-5%,-11%,-10%,-7%,4%,nt,-23%
POLI inh,-2%,7%,12%,33%[activator],6%,nt,nt,11%
BAZ2B inh,0%,?,7%,7%,-30%,nt,nt,-24%

(41) Cc1ccc2cccc(NC(=S)NC(=O)c3ccccc3)c2n1
(42) O=C(CSc1nnnn1-c1ccccc1)NCc1ccco1
(43) O=C(CCc1ccccc1)NC1CCCc2ccccc21 (configuration not stated)
(44) COc1ccccc1OCC(=O)NCCNC(=O)COc1ccccc1OC
(45) C[C@H]1O[C@@H](O[C@H]2CC[C@@]3(C)C(CC[C@]4(C)C3C=CC3=C5CC(C)(C)CC[C@]5(CO)[C@H](O)C[C@]34C)[C@]2(C)CO)[C@H](O)[C@@H](O[C@@H]2O[C@H](CO)[C@@H](O)[C@H](O)[C@H]2O)[C@H]1O (some centres not stated)
Screen / compound no.,41,42,43,44,45
BLM helicase inh,-11%,-6%,-1%,0%,nt
Pol beta inh,40%,0%,16%,15%,nt
POLH inh,-2%,?,-8%,-8%,-17%
APEX1 inh,-1%,-5%,17%,0%,7%
Pol kappa inh,-20%,-30%,-4%,3%,-3%
G9a block,?,?,11%,?,nt
Anesthetic bind,-21%,-10%,-8%,-8%,nt
POLI inh,63%[activator],?,6%,11%,20%
BAZ2B inh,?,6%,2%,5%,nt

Among those listed so far, these have a Cl atom.
(4) COc1cccc(CNc2nc3nc(C)c(Cl)c(=O)n3[nH]2)c1
(14) CC1CCCCN1CCNC(=O)c1ccc2c(=O)n(Cc3ccc(Cl)cc3)c(=S)[nH]c2c1 (configuration not stated)
(15) COc1cccc(/C=N/Nc2nnc(C)n2N)c1OCc1ccccc1Cl
(23) CCCCNC(=O)C1CC(c2c(Cl)cccc2Cl)=NO1 (configuration not stated)
(30) C=CCOc1ccc(Cl)cc1C(=O)O
(33) COc1cc(/C=N/N2CCN(c3ccc(Cl)cc3)CC2)cc(OC)c1OC(C)=O
(39) Cc1nc2cnc(Oc3cccc(Cl)c3)nc2n(C2CC2)c1=O
Screen / compound no.,4,14,15,23,30,33,39
BLM helicase inh,-8%,5%,3%,-2%,1%,3%,3%
Pol beta inh,1%,8%,-2%[57.1 µM],14%,16%,-1%,nt
POLH inh,-20%,-5%,-7%,-11%,-14%,3%,nt
APEX1 inh,-8%,2%,1%,-2%,2%,-9%,20%
Pol kappa inh,1%,-5%,-6%,-6%,-13%,-1%,-4%[60.1 µM]
G9a block,nt,?,22µM*,22%[59 µM],12%[59 µM],nt,13%[0.501 µM]
Anesthetic bind,7%,-23%,-3%,-19%,-4%,-10%,nt
POLI inh,23%,11%,20µM*,4%,5%,-2%,nt
BAZ2B inh,-8%,-31%,16%,-2%,-3%,0%,nt

Bioassay records as filed in PubChem.
